TMEM16A act = mouse TMEM16A channel activation, primary screen. Q8BHY3. B-score at 10 µM. HEK293 TMEM16A/YFP-H148Q/I152L, iodide quench fluorescence; active compounds read low. hit rate 0.3% among 340,000;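 active = fluorescence-ratio B-score plate-corrected deviation score at least 3 library SD below zero, with starting fluorescence score within 5 deviations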;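 also: channel opened by trigger with iodide after compound preincubation; score built on the fluorescence ratio of max minus min over baseline; more negative score means more quench and so TMEM16A activation or potentiation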
KCNQ1 pot = potentiates or activates the human KCNQ1 potassium channel; hit rate 0.35% among 310,000; B-score at 10 µM; P51787; CHO-K1 KCNQ1, thallium flux FluxOR fluorescence; active compounds read high; AID 2648;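 active = fluorescence ratio B-score, a plate-corrected score, at least three library SD, with initial intensity B-score within 5 SD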
Target sequence (P51787 whole entry, looked up): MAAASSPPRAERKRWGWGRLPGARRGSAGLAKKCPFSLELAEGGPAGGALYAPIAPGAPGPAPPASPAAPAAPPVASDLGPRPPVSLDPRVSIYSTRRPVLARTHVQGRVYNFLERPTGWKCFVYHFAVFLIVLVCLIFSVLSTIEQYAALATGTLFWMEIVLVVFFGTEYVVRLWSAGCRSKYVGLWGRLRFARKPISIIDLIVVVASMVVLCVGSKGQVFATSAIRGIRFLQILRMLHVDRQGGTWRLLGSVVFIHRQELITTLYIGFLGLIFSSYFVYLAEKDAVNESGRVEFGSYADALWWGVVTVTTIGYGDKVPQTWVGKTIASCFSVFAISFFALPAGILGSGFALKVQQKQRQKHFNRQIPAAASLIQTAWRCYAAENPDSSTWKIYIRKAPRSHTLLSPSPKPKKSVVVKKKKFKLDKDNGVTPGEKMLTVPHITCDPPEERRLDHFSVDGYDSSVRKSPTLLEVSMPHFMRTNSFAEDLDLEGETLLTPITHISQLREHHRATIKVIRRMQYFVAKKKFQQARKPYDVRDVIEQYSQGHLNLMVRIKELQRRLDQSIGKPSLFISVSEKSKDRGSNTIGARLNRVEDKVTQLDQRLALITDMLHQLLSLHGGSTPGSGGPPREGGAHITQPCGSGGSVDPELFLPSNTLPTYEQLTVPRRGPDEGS
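Assay system: CHO-K1 cells stably expressing KCNQ1; Medium: assay buffer with matched DMSO; Also added: K+/Tl+ depolarizing stimulus; Dosing: single dose; Timing: dye 90 min, compound 20 min, room temperature; Measured by: kinetic FluxOR thallium fluorescence, 10-s 1-Hz baseline, 110-s post-stimulus read; Read-out: peak-minus-minimum fluorescence over initial fluorescence, negative-control normalized, B-scored.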
RGS4 inh = inhibitors of human RGS4; P49798; B-score at 10 µM; HEK293 M3R/RGS4 inducible, Fluo-4 calcium flux; active compounds read high; triggered by carbachol at its EC20; AID 463165; hit rate 0.45% among 310,000;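 active = B-score, a plate-corrected calcium signal, over three deviations above library mean, with baseline fluorescence within five deviations of library mean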;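 also: RGS4 expression induced by doxycycline in cells with stable M3 receptor; B-score is computed from the integrated fluorescence ratio over baseline after carbachol; higher B-score means a larger calcium signal and so more RGS4 inhibition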
RGS4 act = potentiators or activators of RGS4; HEK293 M3R/inducible RGS4, carbachol calcium flux Fluo4; active compounds read low; B-score at 10 µM; hit rate 0.92% among 310,000;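 active = B-score of the integrated calcium signal more than 4 SD below the library mean, with starting fluorescence not abnormally high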;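 also: negative B-score means reduced calcium response which marks RGS4 activation or potentiation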
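Test system: HEK293 cells with stable M3R and inducible RGS4; also added: carbachol at ECmax as muscarinic agonist stimulus; schedule: dye loading 30 min 37 °C, buffer rest 30 min RT; technique: kinetic calcium fluorescence imaging with Fluo4-AM dye, 2 µM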
KCNQ1 inh = human KCNQ1 channel inhibition; P51787; CHO-K1 KCNQ1, FluxOR thallium flux fluorescence; active compounds read high; B-score at 10 µM; hit rate 1.3% among 310,000; AID 2642;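 active = compounds whose thallium flux B-score, printed positive for inhibition, exceeds three library SD while starting fluorescence stays within three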;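 also: channel opened by potassium depolarization with thallium stimulus after 20 min compound exposure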
KCNK9 inh = human KCNK9 channel inhibition. hit rate 1.2% among 310,000. B-score at 10 µM. Q9NPC2. HEK293 KCNK9, FluxOR thallium flux fluorescence; active compounds read low;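 active = ratio B-score over 3 SD below the library mean, with starting fluorescence within 5 SD of its mean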;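 also: negative B-score means less thallium flux so channel inhibition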
SKKanGAS inh = blocks kanamycin growth of S. pyogenes SKKanGAS strain. BacTiter-Glo, 6 h. hit rate 1.3% among 300,000. inhibition, % at 7.5 µM;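 active = mean replicate score, as percent of positive control median, at least 50; inconclusive = mean below 50 but one replicate at or above 50; inactive = mean and every replicate below 50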;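 also: strain carries kanamycin resistance gene driven by streptokinase promoter and grows in 40 µg/ml kanamycin; loss of luminescence reflects streptokinase promoter inhibition or plain growth inhibition; 0% = median of DMSO wells and 100% = positive control at its reference dose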
ANO1 block = blocks the mouse calcium-activated chloride channel TMEM16A | Q8BHY3 | HEK293 TMEM16A/YFP iodide influx fluorescence, ionomycin | AID 588511 | hit rate 1.2% among 310,000 | normalized B-score (activity score, 25-100; higher = stronger inhibition) at 10 µM;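 active = ratio plate-corrected score three or more library SD toward inhibition, starting fluorescence score within five deviations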;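 also: score derived from kinetic fluorescence span divided by baseline fluorescence per well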
KCNK3 inh = human KCNK3 channel inhibition, primary screen; O14649; CHO-KCNK3 thallium flux, FluxOR fluorescence; active compounds read low; B-score at 10 µM; hit rate 0.84% among 340,000;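 active = B-score under library mean minus 4 SD, starting fluorescence ratio at most library mean plus 5 SD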;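 also: more negative B-score means stronger inhibition of thallium flux through KCNK3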
hERG rescue = hERG (human) protection from proarrhythmic block | CHO-hERG, FluxOR thallium flux, dofetilide IC70 present | hit rate 0.51% among 310,000 | AID 1511 | activation (rescue from dofetilide block), less the hit threshold, % at 10 µM;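 active = activation above the mean of controls blocked by dofetilide plus 5 SD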;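 also: thallium influx through hERG after potassium depolarization seen as dye fluorescence rise; in these data hits start at about 4.7%; inactives centre near -7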
HDAC3 inhib = blocks human histone deacetylase 3; hit rate 0.15% among 320,000; O15379; inhibition, % at 8.3 µM; recombinant HDAC3, fluorogenic peptide/trypsin coupled, fluorescence; in the data active = inhibition above about 26%, passing the limit was not always enough; inconclusive = no clear call, values can overlap the other calls
Target sequence (O15379 whole entry, looked up): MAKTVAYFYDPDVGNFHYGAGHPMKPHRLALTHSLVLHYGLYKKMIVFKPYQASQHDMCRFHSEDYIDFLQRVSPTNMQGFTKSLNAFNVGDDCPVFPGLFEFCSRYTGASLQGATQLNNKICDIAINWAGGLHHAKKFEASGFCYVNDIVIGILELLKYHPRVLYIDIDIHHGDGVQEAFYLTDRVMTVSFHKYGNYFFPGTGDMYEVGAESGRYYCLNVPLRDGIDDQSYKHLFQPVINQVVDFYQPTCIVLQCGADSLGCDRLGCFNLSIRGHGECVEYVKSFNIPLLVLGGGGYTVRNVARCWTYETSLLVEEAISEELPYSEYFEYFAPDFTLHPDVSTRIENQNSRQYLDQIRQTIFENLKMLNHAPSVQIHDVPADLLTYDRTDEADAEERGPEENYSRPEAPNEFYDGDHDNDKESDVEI
* marks the source's active call; other numbers are inactive results; i = inactive; ? = inconclusive; . = no result given.

SMILES | TMEM16A act | KCNQ1 pot | RGS4 inh | RGS4 act | KCNQ1 inh | KCNK9 inh | SKKanGAS inh | ANO1 block | KCNK3 inh | hERG rescue | HDAC3 inhib
Cc1ccc(N(C(=O)c2ccco2)C(C(=O)NC2CCCC2)c2ccco2)c(C)c1 (configuration not stated) | i | i | i | i | 7* | i | -2 | i | i | -9 | -2
Cn1c(CCN2CCOCC2)nc2cc(NC(=O)COc3ccc([N+](=O)[O-])cc3)ccc21 | i | i | i | i | i | i | -1 | i | i | -10 | 0
Cc1cccc(C)c1NC(=O)COC(=O)c1ccc(N2CCCC2)c([N+](=O)[O-])c1 | i | i | i | i | i | i | 4 | i | i | -2 | -2
CN(CC(=O)Nc1ccccc1Br)C(=O)c1cccc(S(=O)(=O)NCc2ccccc2)c1 | i | i | i | i | i | i | -5 | i | i | -15 | 3
O=C(Nc1ccc(F)cc1Cl)c1ccc2c(=O)n3c(nc2c1)CCC3 | i | i | i | i | i | i | -8 | i | i | -13 | 0
O=C(CSc1nc2ccccc2s1)Nc1ccc(Cl)c(C(=O)O)c1 | i | i | i | i | i | i | -17 | i | i | -7 | 4
O=C(NCc1ccc2c(c1)OCO2)C1CCCN1C(=O)Nc1ccc(Cl)cc1 (configuration not stated) | i | i | i | i | i | i | 4 | i | i | -1 | -8
CCOC(=O)C1C(c2ccccc2Cl)NC(=O)N(C)C1(O)C(F)(F)F (configuration not stated) | i | i | i | i | i | i | -7 | i | i | -5 | -1
CCc1nc(CN2CCN(c3ccc(C(F)(F)F)cn3)CC2)c(C)[nH]1 | i | i | i | i | i | i | -11 | i | i | -4 | -2
COc1ccc(S(=O)(=O)Nc2cccc(F)c2C)cc1C(=O)N1CCOCC1 | i | i | i | i | i | i | 1 | i | i | -6 | -2
O=C(COc1ccc(Cl)cc1)N1CCN(c2cccc(C(F)(F)F)c2)CC1 | i | i | i | i | i | i | 8 | i | i | -5 | 0
CCOC(=O)/C(C#N)=C\c1c(OCC)n(CC)c2ccccc12 | i | i | i | i | i | i | 0 | i | i | -7 | -1
CC1=C(C(=O)OC(C)C)C(c2ccc(F)cc2)NC(=O)N1 (configuration not stated) | i | i | i | i | i | i | 4 | i | i | -10 | 0
COc1ccc(CN=CC2=C(O)CNC2=O)cc1OC | i | i | i | i | i | i | -2 | i | i | -7 | 3
O=C(CSCc1ccc(F)cc1)NCc1ccc(F)cc1 | i | i | i | i | i | i | -6 | i | i | -11 | 8
CC(=O)N/C(=C/c1ccc(OS(=O)(=O)c2ccc(C)cc2)cc1)C(=O)Nc1ccc(C(=O)O)cc1 | i | i | i | i | i | i | -9 | i | i | -4 | 4
CC(=O)N1CCc2cc(C(=O)CN3CCC(C)CC3)ccc21 | i | i | i | i | i | i | 2 | i | i | -10 | .
O=C(N/N=C/c1ccco1)c1cc(-c2ccc(Cl)cc2)n[nH]1 | i | i | i | i | i | i | 0 | i | i | -8 | 3
COCc1cc(N2CCOCC2)nc(-c2ccccc2)n1 | i | i | i | i | i | i | -3 | i | i | -4 | 0
Cc1ccc(CCNC(=O)C2CCN(C(=O)N(C)C)CC2)cc1 | i | i | i | i | i | i | 0 | i | i | -3 | -4
CCN1CCN(CCCOc2ccccc2-c2ccccc2)CC1 | i | i | i | i | i | i | 3 | i | i | -12 | 0
COc1ccccc1N1C(=O)CC(N2CCN(c3ccc(Cl)cc3)CC2)C1=O (configuration not stated) | i | i | i | i | i | i | 7 | i | i | -5 | 7
Cc1[nH]nc2c1[C@@H](c1ccccc1[N+](=O)[O-])C(C#N)=C(N)O2 | i | i | i | i | i | i | 5 | i | i | -15 | 2
COc1ccc(CCNc2oc(Cc3ccccc3)nc2C#N)cc1OC | i | i | i | i | i | i | -13 | i | i | -14 | -3
CCS(=O)(=O)c1ccc2oc(SCC(=O)NC(C)C3CC4CCC3C4)nc2c1 (configuration not stated) | i | i | i | i | i | i | -15 | i | i | -4 | -3
Additional results:
SMILES | TMEM16A act | KCNQ1 pot | RGS4 inh | RGS4 act | KCNQ1 inh | KCNK9 inh | SKKanGAS inh | ANO1 block | KCNK3 inh | hERG rescue | HDAC3 inhib
CCCSc1nnc2[nH]c(=O)cc(N)n12 | i | . | . | . | . | . | -3 | i | i | . | 1
Fc1cccc(Cl)c1CSc1nnc(-c2ccncc2)o1 | i | i | i | i | i | i | -3 | i | i | -7 | 3
CCOc1cc(/C=C2/NC(=O)N(Cc3ccccc3F)C2=O)ccc1O | i | i | i | i | i | i | 1 | i | i | -1 | 0
CS(=O)(=O)N(CC(=O)Nc1c(F)cccc1F)c1cccc([N+](=O)[O-])c1 | i | i | i | i | i | i | 0 | i | i | -4 | -8
Cc1cccc([C@@H]2[C@@H]3C(=O)N(Cc4ccccc4)C(=O)[C@@H]3[C@]3(CC(C)C)C(=O)N(c4cccc(F)c4)C(=O)N23)c1 | i | i | i | i | i | i | -1 | i | i | -3 | 13
c1cn2cc(CN3CCOCC3)nc2s1 | i | i | i | i | i | i | 4 | 25* | i | -8 | -1
Cc1ccc(C(=O)N/C(=C/c2ccco2)C(=O)NCCCn2ccnc2)cc1 | i | i | i | i | i | i | -5 | i | i | -12 | -1
Cc1ccc(N/C=C/C(=O)c2ccc(C)cc2)cc1 | i | i | i | i | i | i | -1 | i | i | -5 | 6
COCC(C)n1c(SCC(=O)c2cc(C)n(C)c2C)nc2ccccc2c1=O (configuration not stated) | i | i | i | i | i | i | -5 | i | i | -20 | 4
CCOC(=O)c1ccc(N=c2sc(C(=O)OC)cc(=O)n2-c2ccc(C(=O)OCC)cc2)cc1 | i | i | i | i | 6* | i | 2 | i | i | -10 | ?
O=C(CCC(=O)OCC(=O)c1cccc([N+](=O)[O-])c1)NC1CCCCC1 | i | i | i | i | i | i | 10 | i | i | -2 | 0
CCOC(=O)N1CCN(C(=O)c2cc(OC)cc(OC)c2)CC1 | i | i | i | i | i | i | -1 | i | i | -5 | 2
O=C(CCN1CCN(CCO)CC1)Nc1ccc(Br)cc1 | i | i | i | i | i | i | -2 | i | i | -2 | 10
CC(C)CC1(C(=O)NCCN2CCOCC2)C=CCN1C(=O)c1ccccc1 (configuration not stated) | i | i | i | i | i | i | 1 | i | i | -8 | 7
CCc1ccc(S(=O)(=O)Nc2c(C)n(C)n(-c3ccccc3)c2=O)cc1 | i | i | i | i | i | i | 0 | i | i | -4 | 4
Cc1ccc(C)c2sc(N)nc12 | i | i | i | i | i | i | 4 | i | i | -5 | 7
CN(C)CCCNCCCNC(=O)c1ccccn1 | i | i | i | i | i | i | 2 | i | i | -10 | -2
O=C1c2cccc3cccc(c23)C(=O)N1c1nccs1 | i | i | i | i | i | i | 3 | i | i | -11 | -5
CCCSc1nc2sc3c(c2c(=O)n1CC)CC(C)(C)OC3 | i | i | i | i | i | i | 7 | i | i | -13 | 0
COc1ccc(OC)c2c1sc(=NC(=O)C1COc3ccccc3O1)n2C (configuration not stated) | i | i | i | i | i | i | -4 | i | -9.6* | -10 | -2
Oc1[nH]c2ccccc2c1N=Nc1nc(Nc2ccccc2)nc(N2CCOCC2)n1 | i | i | i | i | i | i | 41 | i | i | -30 | 5
CCn1c(O)c(N=NC(=O)CNC(=O)Cc2ccccc2)c2ccccc21 | i | i | i | i | i | i | -3 | i | i | -6 | 6
CC/C(=N\NC(=O)c1ccc(N2CCCC2=O)cc1)c1ccccc1 | i | i | i | i | i | i | 0 | i | i | -9 | 1
CCCCCn1c(=O)[nH]c2cc(C(=O)NCCN3CCC(C)CC3)ccc2c1=O | i | i | i | i | i | i | -4 | i | i | -9 | -4
Nc1nc(-c2ccc(NC(=O)c3ccco3)cc2)cs1 | i | i | i | i | i | i | 16 | i | i | -13 | 3
Further entries follow.
SMILES | TMEM16A act | KCNQ1 pot | RGS4 inh | RGS4 act | KCNQ1 inh | KCNK9 inh | SKKanGAS inh | ANO1 block | KCNK3 inh | hERG rescue | HDAC3 inhib
N/C(=N\OCC(=O)Nc1ccccc1)c1nonc1N | i | i | i | i | i | i | -5 | i | i | -7 | 0
COc1ccc(N2CCN(C(=O)c3ccc(C)cc3)CC2)c([N+](=O)[O-])c1 | i | i | i | i | i | i | -1 | i | i | -9 | 6
Cn1nc2c3ccccc3n(Cc3ccccc3)c2nc1=S | i | i | i | i | i | i | -3 | i | i | -4 | -5
CCCCc1c(O)nc(SCC(=O)c2ccccc2)n(-c2ccccc2)c1=O | i | i | i | i | i | i | 3 | i | i | -8 | 10
CC1CCCC(C)N1/N=C/c1cc(Br)c(O)c(Br)c1 (configuration not stated) | . | i | i | i | i | i | 7 | i | . | -7 | 5
O=C(CSc1nnc(-c2ccccn2)n1Cc1ccco1)c1ccc(-c2ccccc2)cc1 | i | i | i | i | i | i | 3 | i | i | -14 | 9
CCC(Oc1cccc(Cl)c1)C(=O)N1CCCN(C)CC1 (configuration not stated) | i | i | i | i | i | i | 2 | i | i | -8 | 1
O=C(CC1S/C(=N/N=C2CCCCCC2)NC1=O)Nc1ccc(Br)cc1F (configuration not stated) | i | i | i | i | i | i | 1 | i | i | -14 | -6
C/C(=N\NC(=O)C1(C)CC1(Br)Br)c1ccc(NC(=O)c2ccc(C)o2)cc1 (configuration not stated) | i | i | i | i | i | i | -1 | i | i | -10 | 4
O=C(CCCCCn1c(=O)[nH]c2ccccc2c1=O)NCCCN1CCN(c2ccccc2F)CC1 | i | i | i | i | i | i | 3 | i | i | -3 | -1
CCOc1ccc(N2C(=O)c3cccnc3C2Nc2ccc(OC)cc2)cc1 (configuration not stated) | i | i | i | i | i | i | 7 | i | i | -8 | -1
CCOc1ccc(/C=C(\C#N)C(=O)Nc2ccccn2)cc1 | i | i | i | i | i | i | 3 | i | i | -5 | -1
O=C(COc1nsnc1N1CCOCC1)Nc1ccc([N+](=O)[O-])cc1 | i | i | i | i | i | i | -2 | i | i | -6 | -9
CN1C(=O)NC(c2ccc(O)cc2)C2=C1CN(c1ccccc1)C2=O (configuration not stated) | i | i | i | i | i | i | -9 | i | i | -11 | -11

From PubChem BioAssay
